Screening results deposited in PubChem by National Center for Advancing Translational Sciences (NCATS).
KB-3-1 cytotox = KB-3-1 parental cell cytotoxicity; 400,000 compounds, 1.4% hits; AID 1347075; Potency, µM (highest dose often 46.1 µM), for inactives: at the top dose activity change, negative = cytotoxic, hits mostly cytotoxic; KB-3-1 viability, CellTiter-Glo ATP luminescence, 72 h; note: % is set by controls: 0 for no effect and ±100 for the full control effect; nearly all actives have a fitted effect of over 60% in size
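Parental KB-3-1 viability, qHTS format: 72 h compound exposure, 37 °C; CellTiter-Glo; media-only wells and DMSO plates as controls; concentration-effect fits on corrected data.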
GLP-1R agonist = activates the human GLP-1 receptor. AID 624172. P43220. HEK293 GLP-1R CRE-luciferase, luminescence, 4-6 h; cells express a hypersensitive GLP-1R form. Potency, µM (series often up to 45.6 µM), inactives show top-dose activation, usual class: activators. 380,000 compounds, 0.007% hits; note: % of control where 0% means no effect
Target sequence (P43220 whole entry, looked up): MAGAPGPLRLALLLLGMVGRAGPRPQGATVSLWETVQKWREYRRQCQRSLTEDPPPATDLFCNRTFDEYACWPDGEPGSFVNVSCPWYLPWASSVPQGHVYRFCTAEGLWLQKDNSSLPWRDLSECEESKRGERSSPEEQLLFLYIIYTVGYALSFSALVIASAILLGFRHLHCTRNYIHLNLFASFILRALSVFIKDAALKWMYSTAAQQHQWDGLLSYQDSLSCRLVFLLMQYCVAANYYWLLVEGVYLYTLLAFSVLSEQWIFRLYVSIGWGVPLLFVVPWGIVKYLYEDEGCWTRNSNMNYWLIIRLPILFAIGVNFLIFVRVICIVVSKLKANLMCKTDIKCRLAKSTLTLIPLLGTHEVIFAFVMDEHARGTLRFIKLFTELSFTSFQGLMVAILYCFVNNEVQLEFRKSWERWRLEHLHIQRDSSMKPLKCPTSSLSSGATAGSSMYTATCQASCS
HT1080-NT tox = kills 2HG-producing HT-1080-NT fibrosarcoma cells; 360,000 compounds, 1.6% hits; Potency, µM (highest dose often 46.1 µM), inactives show top-dose activity, negative = less viability, hits mostly cytotoxic; HT-1080-NT fibrosarcoma viability, CellTiter-Glo ATP luminescence, 48 h;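 note: NT is the 2HG producing partner of a matched IDH1 knockdown line; 0% = DMSO-treated cells and -100% = media-only wells without cells; nearly all actives have a fitted effect of over 55% in size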
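Viability of the 2HG-overproducing fibrosarcoma line after 48 hours of compound exposure at 37 degrees C was determined by luminescence with CellTiter-Glo, and concentration-effect curves were then fitted and categorized.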
TDP-43 yeast inh = inhibitors of TDP-43 toxicity in yeast; 410,000 compounds, 1.8% hits; Potency, µM (series often up to 46.1 µM), for inactives: top-dose growth rescue (activation), most hits filed as activators; TDP-43 expressing yeast growth rescue, BacTiter-Glo, 24 h; note: % of control where 0% means no effect; nearly all actives have a fitted effect of over 50% in size
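Luminescence from BacTiter-Glo reports growth of TDP-43-expressing yeast after 24 hr at 30 deg C with compound. Cells were raffinose-pregrown to mid-log, then seeded in galactose medium at OD600=0.02.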
KB-V1 cytotox = KB-V1 MDR subline cytotoxicity; KB-V1 MDR cells viability, CellTiter-Glo, 72 h; Potency, µM (doses to about 46.1 µM), inactives show at the top dose activity change, negative = cytotoxicity, actives largely listed as cytotoxic; 400,000 compounds, 3.4% hits; AID 1347076; note: % is set by controls: 0 for no effect and ±100 for the full control effect; nearly all actives have a fitted effect of over 60% in size
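Compound-treated KB-V1 multidrug-resistant cells, 72 h, 37 degrees C; viability by CellTiter-Glo. Fitted qHTS curves give the values.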
HT1080 IDH1KD tx = HT-1080 IDH1 knockdown cell toxicity (counter line) | HT-1080 IDH1 knockdown viability, ATP luminescence, 48 h | Potency, µM (top dose mostly 46.1 µM), for the others: at the highest dose activity, negative = toxicity, actives largely listed as cytotoxic | 360,000 compounds, 2% hits | AID 686971;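 note: 0% = DMSO wells and -100% = cell-free medium wells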
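Luminescent ATP read-out (CellTiter-Glo, 10 min at room temperature) after 48 h compound exposure at 37 °C gave viability of IDH1-knockdown HT-1080 cells. Activity was normalised to DMSO and cell-free wells, then fitted as concentration-response curves.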
GLP1R cytotox = cytotoxicity counter-screen for GLP-1 receptor inverse agonists | 410,000 compounds, 0.13% hits | HEK293 cAMP-luciferase reporter cells, luminescence, 24 h | Potency, µM (top dose mostly 38.3 µM), for the others: top-dose activity change, negative = inhibition, usual class: inhibitors;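 note: loss of luciferase light is scored as toxicity; % is set by controls: 0 for no effect and ±100 for the full control effect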
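A 23 nL compound transfer followed 12 hours of cell culture at 37 deg C; exposure then lasted 24 hr. Luciferase assay detection reagent was dispensed and plates read for luminescence after a 12 min room-temperature wait.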
SW480 rerep = inducers of DNA re-replication in SW480 colon cancer cells. SW480 DNA re-replication, Hoechst DNA content imaging, 48 h. Potency, µM (highest dose often 46.1 µM), without a hit: top-dose re-replication activation, usual class: activators. 340,000 compounds, 1.8% hits; note: % of control where 0% means no effect; nearly all actives have a fitted effect of over 55% in size
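First, 250 cells per well were seeded. Next, compound or vehicle (23 nL) was pinned in, plates sat 48 hr at 37 C. Finally Hoechst was added for 40 min before fluorescence scanning.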
GLP-1R inv ag = acts as inverse agonist at human GLP-1 receptor | AID 624417 | Potency, µM (highest dose often 38.3 µM), inactives show at the top dose activity change, negative = inhibition, most hits filed as inhibitors | HEK293 GLP-1R CRE-luciferase, luminescence, 24 h; GLP-1R form is constitutively active | 410,000 compounds, 1.6% hits | P43220; note: % is set by controls: 0 for no effect and ±100 for the full control effect; nearly all actives have a fitted effect of over 55% in size
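Using stably transfected HEK293 (constitutively active GLP-1R, cAMP-luciferase reporter), compounds were incubated 24 hr and luciferase measured by luminescence.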
An asterisk follows results filed as active; [ ] = dose if it differs, or a comment. Calls come from the whole dose curve; as a rule, active = well fitted curve in the direction sought with a large enough effect; inconclusive = small, poorly fitted or top-dose-only effect, or another doubt; inactive = no such curve, though single readings can be large; an effect the other way counts as inactive or inconclusive. Potency is the fitted concentration of half-maximal effect.

How did CC(=O)Nc1ccc(S(=O)(=O)N2c3ccc(F)cc3CCC2C)cc1 (configuration not stated) do in these assays?
KB-3-1 cytotox: 9.2µM*; GLP-1R agonist: 12%; HT1080-NT tox: inconclusive; TDP-43 yeast inh: 15%; KB-V1 cytotox: -4%; HT1080 IDH1KD tx: 21µM*; GLP1R cytotox: inconclusive; SW480 rerep: 18µM*; GLP-1R inv ag: inconclusive

Results for Cc1cccc(OCCCC(=O)Nc2nccs2)c1 ?
KB-3-1 cytotox: 0%; GLP-1R agonist: -7%; HT1080-NT tox: -7%; TDP-43 yeast inh: 19%; KB-V1 cytotox: inconclusive; HT1080 IDH1KD tx: -11%; GLP1R cytotox: -20%; SW480 rerep: 0%; GLP-1R inv ag: 10%

What do the screens show for `CCCCn1nnnc1C(C1CC1)N1CCN(C/C=C/c2ccccc2)CC1` (configuration not stated)?
KB-3-1 cytotox: -20%; GLP-1R agonist: 11%; HT1080-NT tox: -10%; TDP-43 yeast inh: 2%; KB-V1 cytotox: -5%; HT1080 IDH1KD tx: -19%; GLP1R cytotox: 3%; GLP-1R inv ag: inconclusive

Results for Cc1ccc(N2CC(C(=O)Nc3nnc(SCC(=O)N4CCOCC4)s3)CC2=O)cc1 (configuration not stated) ?
KB-3-1 cytotox: -2%; GLP-1R agonist: 1%; HT1080-NT tox: 4%; TDP-43 yeast inh: 13%; KB-V1 cytotox: -2%; HT1080 IDH1KD tx: 8%; GLP1R cytotox: 9%; SW480 rerep: 1%; GLP-1R inv ag: 5%

What do the screens show for `Nc1nc(Br)c2c(F)cccc2c1-c1ccccc1`?
KB-3-1 cytotox: -18%; GLP-1R agonist: -1%; HT1080-NT tox: 11%; TDP-43 yeast inh: 0%; KB-V1 cytotox: -1%; HT1080 IDH1KD tx: 2%; GLP1R cytotox: 39%[activator]; SW480 rerep: 7%; GLP-1R inv ag: 16%

How did COc1cc(CN2CC(=O)N(c3ccc(C)cc3)C2=S)cc(OC)c1OC do in these assays?
KB-3-1 cytotox: inconclusive; GLP-1R agonist: -1%; HT1080-NT tox: -6%; TDP-43 yeast inh: 10%; KB-V1 cytotox: 10µM*; HT1080 IDH1KD tx: -7%; GLP1R cytotox: 1%; SW480 rerep: -83%[inhibitor]; GLP-1R inv ag: -18%

How did COc1ccc(CCN2CC(C(=O)NC3CCOCC3)CCC2=O)cc1 (configuration not stated) do in these assays?
KB-3-1 cytotox: 3%; GLP-1R agonist: -1%; HT1080-NT tox: 6%; TDP-43 yeast inh: 8%; KB-V1 cytotox: 28%; HT1080 IDH1KD tx: 11%; GLP1R cytotox: 1%; SW480 rerep: 22%; GLP-1R inv ag: 9%

What do the screens show for `O=C(Cn1cnc2ccccc2c1=O)NCc1ccco1`?
KB-3-1 cytotox: -8%; GLP-1R agonist: -9%; HT1080-NT tox: 4%; TDP-43 yeast inh: -13%; KB-V1 cytotox: -5%; HT1080 IDH1KD tx: 13%; GLP1R cytotox: 8%; SW480 rerep: -8%; GLP-1R inv ag: 0%

Results for O=C(Nc1ccccc1[N+](=O)[O-])c1cncc(Br)c1 ?
KB-3-1 cytotox: -18%; GLP-1R agonist: -2%; HT1080-NT tox: 1%; TDP-43 yeast inh: 11%; KB-V1 cytotox: 12%; HT1080 IDH1KD tx: 2%; GLP1R cytotox: -8%; SW480 rerep: 4%; GLP-1R inv ag: 14%

How did CCc1ccccc1N(C(=O)CNC(=O)c1ccco1)C(C(=O)NC1CCCC1)c1cccnc1 (configuration not stated) do in these assays?
KB-3-1 cytotox: 1%; GLP-1R agonist: 7%; HT1080-NT tox: 19%; TDP-43 yeast inh: -1%; KB-V1 cytotox: 1%; HT1080 IDH1KD tx: 28%; GLP1R cytotox: 9%; SW480 rerep: -25%; GLP-1R inv ag: 7%

What do the screens show for `COc1ccc(CCC(=O)OCC(=O)N(C)c2c(N)n(Cc3ccccc3)c(=O)[nH]c2=O)cc1`?
KB-3-1 cytotox: -18%; GLP-1R agonist: 4%; HT1080-NT tox: -3%; TDP-43 yeast inh: -26%; KB-V1 cytotox: 25%; HT1080 IDH1KD tx: 7%; GLP1R cytotox: 5%; SW480 rerep: -1%; GLP-1R inv ag: 10%

Results for Cc1cc(C)n(-c2nc3sc4c(c3c3nnc(SC(C)C)n23)CC(C)(C)OC4)n1 ?
KB-3-1 cytotox: 0%; GLP-1R agonist: 1%; HT1080-NT tox: -5%; TDP-43 yeast inh: -5%; KB-V1 cytotox: 0%; HT1080 IDH1KD tx: -5%; GLP1R cytotox: -8%; SW480 rerep: -2%; GLP-1R inv ag: 0%

Gathered by group: the entries above with two or more sulfur atoms.
Results for Cc1ccc(N2CC(C(=O)Nc3nnc(SCC(=O)N4CCOCC4)s3)CC2=O)cc1 (configuration not stated) ?
KB-3-1 cytotox: -2%; GLP-1R agonist: 1%; HT1080-NT tox: 4%; TDP-43 yeast inh: 13%; KB-V1 cytotox: -2%; HT1080 IDH1KD tx: 8%; GLP1R cytotox: 9%; SW480 rerep: 1%; GLP-1R inv ag: 5%

Results for Cc1cc(C)n(-c2nc3sc4c(c3c3nnc(SC(C)C)n23)CC(C)(C)OC4)n1 ?
KB-3-1 cytotox: 0%; GLP-1R agonist: 1%; HT1080-NT tox: -5%; TDP-43 yeast inh: -5%; KB-V1 cytotox: 0%; HT1080 IDH1KD tx: -5%; GLP1R cytotox: -8%; SW480 rerep: -2%; GLP-1R inv ag: 0%

More compounds
What do the screens show for `O=C1CC(C(=O)O)NC(=S)N1` (configuration not stated)?
KB-3-1 cytotox: 5%; GLP-1R agonist: -1%; HT1080-NT tox: 22%; TDP-43 yeast inh: -19%; KB-V1 cytotox: 13%; HT1080 IDH1KD tx: 21%; GLP1R cytotox: -16%; SW480 rerep: -9%; GLP-1R inv ag: 1%

What do the screens show for `CC(C)c1ccc(CNc2ncc(Br)cn2)cc1`?
KB-3-1 cytotox: 0%; GLP-1R agonist: 2%; HT1080-NT tox: 3%; TDP-43 yeast inh: 2%; KB-V1 cytotox: 8%; HT1080 IDH1KD tx: 1%; GLP1R cytotox: 25%; SW480 rerep: 3%; GLP-1R inv ag: 3%

Results for O=C(Nc1ccccc1)N1CCN(C(=O)c2nsc3ccccc23)CC1 ?
KB-3-1 cytotox: 20%; TDP-43 yeast inh: 7%; KB-V1 cytotox: 2%; GLP1R cytotox: 2%; GLP-1R inv ag: 1%

Results for CC1(C)Cc2c(c(=S)nc(-c3ccccc3)n2CCCN2CCOCC2)CO1 ?
KB-3-1 cytotox: 0%; GLP-1R agonist: 3%; HT1080-NT tox: -2%; TDP-43 yeast inh: -22%; KB-V1 cytotox: 0%; HT1080 IDH1KD tx: 2%; GLP1R cytotox: 7%; SW480 rerep: 0%; GLP-1R inv ag: 2%

How did Cc1ccc(NC(=O)c2ccncc2)cc1S(=O)(=O)N(C)C do in these assays?
KB-3-1 cytotox: -13%; GLP-1R agonist: -2%; HT1080-NT tox: 7%; TDP-43 yeast inh: 1%; KB-V1 cytotox: 0%; HT1080 IDH1KD tx: 7%; GLP1R cytotox: 2%; SW480 rerep: -4%; GLP-1R inv ag: 3%

Results for O=c1[nH]c(CN2CCN(c3ccccc3Cl)CC2)nc2ccsc12 ?
KB-3-1 cytotox: 3%; GLP-1R agonist: -4%; HT1080-NT tox: -4%; TDP-43 yeast inh: -5%; KB-V1 cytotox: -11%; HT1080 IDH1KD tx: -8%; GLP1R cytotox: -16%; SW480 rerep: -5%; GLP-1R inv ag: -17%

How did CC1CCCC(NC(=O)CCC(=O)c2ccc(F)cc2)C1C (configuration not stated) do in these assays?
KB-3-1 cytotox: -2%; GLP-1R agonist: 3%; HT1080-NT tox: -2%; TDP-43 yeast inh: 12%; KB-V1 cytotox: -22%; HT1080 IDH1KD tx: 2%; GLP1R cytotox: -6%; SW480 rerep: 16%; GLP-1R inv ag: inconclusive

What do the screens show for `O=C(/C=C/c1cccs1)c1cc(Br)ccc1OC(=O)N1CCOCC1`?
KB-3-1 cytotox: inconclusive; GLP-1R agonist: -9%; HT1080-NT tox: 21µM*; TDP-43 yeast inh: inconclusive; KB-V1 cytotox: inconclusive; HT1080 IDH1KD tx: inconclusive; GLP1R cytotox: -27%; SW480 rerep: inconclusive; GLP-1R inv ag: inconclusive

Results for C[C@]1(C(=O)NCCCNc2ncc(C(F)(F)F)cc2Cl)C=C[C@@H](Cc2ccccc2)N1C(=O)c1ccccc1 ?
KB-3-1 cytotox: inconclusive; GLP-1R agonist: 0%; HT1080-NT tox: -19%; TDP-43 yeast inh: inconclusive; KB-V1 cytotox: inconclusive; HT1080 IDH1KD tx: -21%; GLP1R cytotox: inconclusive; SW480 rerep: inconclusive; GLP-1R inv ag: inconclusive

Results for O=Cc1ccc(-n2nncc2-c2ccc([N+](=O)[O-])cc2)cc1 ?
KB-3-1 cytotox: 0%; GLP-1R agonist: 3%; HT1080-NT tox: -5%; TDP-43 yeast inh: 16%; KB-V1 cytotox: -52%; HT1080 IDH1KD tx: 6%; GLP1R cytotox: 0%; SW480 rerep: -13%; GLP-1R inv ag: 6%

Results for COc1ccc(CCNC(=O)c2cc3cc(Cl)ccc3nc2N)cc1OC ?
KB-3-1 cytotox: -10%; GLP-1R agonist: 4%; HT1080-NT tox: -7%; TDP-43 yeast inh: 1%; KB-V1 cytotox: -20%; HT1080 IDH1KD tx: 18µM*; GLP1R cytotox: 9%; GLP-1R inv ag: -2%

Results for NS(=O)(=O)c1ccc(NC(=O)CN2CCc3ccccc3C2)cc1 ?
KB-3-1 cytotox: -4%; GLP-1R agonist: -1%; HT1080-NT tox: -4%; TDP-43 yeast inh: -26%; KB-V1 cytotox: -12%; HT1080 IDH1KD tx: 12%; GLP1R cytotox: 20%; SW480 rerep: -11%; GLP-1R inv ag: 3%
